# Screening data (PubChem)
# Tat transport – inhibitors of E. coli Tat protein transport. E. coli MC4100 TorA-mCherry Tat export, fluorescence. inhibition, % at 10 µM. 340,000 tested, 0.036% active. AID 488895;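 active means mean replicate inhibition at least 50% and at least half of replicates individually reaching 50%; inconclusive means only one of the two criteria met; inactive means neither criterion met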;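 further: exported cargo escapes ClpAP degradation while cytoplasmic cargo is degraded and loses fluorescence; 0% = median of neutral control wells and 100% = median of NaSCN control wells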
# RTF Ca sens act – increases calcium sensitivity of human cardiac regulated thin filaments | 340,000 tested, 0.24% active | AID 493008 | activation, % at 7.2 µM | IANBD-labeled TnC RTF fluorescence at EC20 calcium; 0% EC20 calcium, 100% full calcium | P19429+P45379;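 active means activation above the mean over all tested compounds plus 3 SD, cut at about 30% in these data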;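 further: rise in fluorescence read as greater calcium sensitivity of cardiac thin filaments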
# dFosB act – enhances mouse delta FosB homodimer DNA binding. P13346. 340,000 tested, 0.99% active. activation, % at 25 µM. purified delta FosB, TAMRA-CDK5 oligo fluorescence polarization; percent of positive-control signal above neutral wells;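 active means mean activation above about 17%, with every replicate also reaching it, limit read from the data, passing the limit was not always enough; inconclusive means only one of the two conditions met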;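 further: fluorescence polarization rise as delta FosB binds a TAMRA Cdk5 AP-1 oligo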
# Target sequence (P13346 whole entry, looked up): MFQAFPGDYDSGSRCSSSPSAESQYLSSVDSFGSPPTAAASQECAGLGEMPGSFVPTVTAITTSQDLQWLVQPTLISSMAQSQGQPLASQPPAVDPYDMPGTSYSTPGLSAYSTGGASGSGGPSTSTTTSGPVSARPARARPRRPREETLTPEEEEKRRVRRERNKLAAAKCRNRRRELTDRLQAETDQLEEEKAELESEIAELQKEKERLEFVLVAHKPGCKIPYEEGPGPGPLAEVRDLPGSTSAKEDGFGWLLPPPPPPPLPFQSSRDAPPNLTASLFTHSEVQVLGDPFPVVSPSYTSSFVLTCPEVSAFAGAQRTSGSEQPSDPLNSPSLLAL
# Wnt act – activates Wnt/beta-catenin signaling in a reporter cell assay; activation, % at 9.35 µM; AID 743398; 300,000 tested, 1.2% active; activator, plate reader; in the data active means activation above about 30%, passing the limit was not always enough; inconclusive means no clear call, values can overlap the other calls;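 further: 0% = neutral control wells and 100% = positive control wells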
# CDK5 inh – inhibitors of human CDK5/p35 kinase | 330,000 tested, 0.01% active | AID 488839 | Q00535+Q15078 | Recombinant CDK5/p35, ADP-Glo luminescence, 60 min | inhibition, % at 10 µM;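 active means highest replicate inhibition of at least 50% and at least 75% of replicates reaching 50%; inconclusive means only one of the two criteria met; inactive means both criteria failed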;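 further: plate controls were DMSO neutral control for no effect and GW8510 at 10 µM for full effect; many of its hits are not listed in these tables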
# V-ATPase pHluor – regulators of yeast V-ATPase proton transport | S. cerevisiae, pHLuorin cytosolic pH fluorescence | response, % at 10 µM | 350,000 tested, 0.37% active | AID 504577; in the data active means response mostly above about 7.3%, no sharp cut-off; inactive means mostly below about 5.4%; further: actives read high; inactives centre near 0; some compounds called inactive have numbers as strong as hits; reference of the scale not given here
# CAL PDZ FP-1 – inhibitors of human CAL PDZ peptide binding | Q9HD26 | purified CAL PDZ, TMR-peptide fluorescence polarization, 1 h | inhibition, % at 20 µM | 330,000 tested, 0.02% active | AID 504414;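 active means highest replicate inhibition of at least 40%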;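 further: plate controls were DMSO neutral control wells for no effect and unlabeled competitor peptide control wells for full effect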
#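 material = purified tagged CAL PDZ domain construct (CerCALP) | compound dosing = 20 µM, one dose | times = 1 h at RT | measured by = fluorescence polarization from S- and P-plane intensities, G-factor corrected | read-out = inhibition from polarization loss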
# MITF act – activators of MITF-driven TRPM1 promoter activity in SK-MEL-5 cells. SK-MEL-5 TRPM1-promoter luciferase, 24 h; % of positive control, neutral wells = 0. activation, % at 12.5 µM. 300,000 tested, 0.75% active. AID 588334;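 active means mean activation of at least 80% with every replicate also reaching 80%; inconclusive means mean reaches 80% but some replicate falls short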;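 further: 0% = neutral control wells and 100% = parthenolide positive control wells; values of inactives mirror those of a sister screen read the other way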
# CAL PDZ FP-2 – CAL PDZ (human) peptide binding inhibition. 300,000 tested, 0.92% active. Q9HD26. inhibition, % at 24.9 µM. purified CAL PDZ, TMR-peptide fluorescence polarization, 1 h. AID 602252;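 active means mean inhibition of at least 30% with at least half of replicates also reaching 30%; inconclusive means no clear call, values can overlap the other calls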;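 further: 0% = DMSO neutral control and 100% = excess unlabeled competitor peptide PRC23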
# Rtt109 Vps75 – C. albicans Rtt109 histone acetyltransferase inhibition; Q5AAJ8; purified Rtt109/Vps75, ThioGlo CoA-SH fluorescence, 4 h; inhibition, % at 34.9 µM; 330,000 tested, 0.16% active; AID 540336;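 active means inhibition of at least 50% in every replicate; inconclusive means best replicate reaches 50% inhibition but some replicates fall short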
# Target sequence (Q5AAJ8 whole entry, looked up): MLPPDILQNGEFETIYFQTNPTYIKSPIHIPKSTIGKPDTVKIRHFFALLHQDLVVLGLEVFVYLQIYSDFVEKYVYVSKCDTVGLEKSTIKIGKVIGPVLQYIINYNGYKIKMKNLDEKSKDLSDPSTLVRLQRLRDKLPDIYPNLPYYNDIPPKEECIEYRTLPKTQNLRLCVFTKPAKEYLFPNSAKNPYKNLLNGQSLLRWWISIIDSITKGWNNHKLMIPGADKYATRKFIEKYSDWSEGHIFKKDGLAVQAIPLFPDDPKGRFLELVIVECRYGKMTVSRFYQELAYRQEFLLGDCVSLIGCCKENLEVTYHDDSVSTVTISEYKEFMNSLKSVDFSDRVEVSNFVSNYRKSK
# * = called active by the depositor; ? = inconclusive; / = not tested or not shown; & = joins results of further samples.
SMILES,Tat transport,RTF Ca sens act,dFosB act,Wnt act,CDK5 inh,V-ATPase pHluor,CAL PDZ FP-1,MITF act,CAL PDZ FP-2,Rtt109 Vps75
CC1=C(C(=O)OC2CCCCC2)C(c2cccs2)n2c(nc3ccccc32)N1 (stereo not given),-2,-4,3,3,2.1,0,-0.2,1,-1,-5
CC(=O)c1ccc(NC(=O)C2CCCO2)cc1 (stereo not given),4,-4,2,-1,-0.4,-2,-0.2,/,/,-7
Cc1ccc2oc(C(=O)NC3CCS(=O)(=O)C3)c(C)c2c1 (stereo not given),-2,-2,3,2,0.7,0,-2.1,10,-1,7
CC(C(=O)OCC(=O)c1ccccc1)N1C(=O)C2C3CCC(C3)C2C1=O (stereo not given),4,-2,1,-2,-0.5,3,-0.4,0,2,-3
Cc1cccc(OCCn2c(=S)[nH]c3ccccc32)c1,2,1,2,/,1.3,-3,-0.3,16,-1,0
Cc1ccc(O)c(C(=O)c2cc(C#N)c3nc4ccccc4n3c2)c1,-2,2,24*,0,-1.3,0,-1.2,-29,3,-19
C=CCN1C(=O)S/C(=C\c2ccc3c(c2)n(C)c(=O)n3C)C1=O,1,-3,2,1,-1.1,1,-3.3,35,-4,1
C/C(=N\Nc1nc(C(C)(C)C)cs1)c1ccccc1,5,0,-1,13,0.4,1,-0.2,61,-2,-8
CC(C)C(=O)NNC(=O)C1CC1(c1ccccc1)c1ccccc1 (stereo not given),-4,-3,-17,-1,2.1,-3,0.1,-5,-3,6
CCc1nc(-c2ccccc2)c2ccccn12,-2,0,-1,-3,-0.5,-2,0.7,-6,4,11
O=C(Nc1ccccc1C(=O)NCCN1CCOCC1)c1ccco1,-5,4,-4,/,0.2,-3,-2.5,1,/,-16
COc1ccc(CCNC(=O)C2CCN(S(=O)(=O)c3c(C)noc3C)CC2)cc1OC,9,-12,-7,-3,-0.6,1,-2.4,6,3,-9
Cc1ccc(NC(=O)C(=O)NCC2CCN(C(=O)c3cccc([N+](=O)[O-])c3)CC2)cc1,0,-2,-5,0,-1.2,2,-0.5,3,/,3
Cc1ccc(C(=O)Oc2ccc(-c3nnco3)cc2)o1,0,7,0,3,0.4,-3,-1.0,7,-1,-2
CC(C(=O)Nc1nnc(C2CC2)s1)N1C(=O)C2CC=CCC2C1=O (stereo not given),1,7,-7,-3,1.5,-3,0.6,8,/,0
CC[C@]12c3[nH]c4ccccc4c3CCN1C(=O)C(CC(=O)NCC13CC4CC(CC(C4)C1)C3)C[C@@H]2C(=O)N1CCN(C(=O)c2ccco2)CC1 (stereo not given in full),23,-7,-18,-1,0.9,3,0.3,-13,-3,3
CN(C)S(=O)(=O)N1CCC(Oc2cccc(C(=O)NCCC3=CCCCC3)c2)CC1,6,1,-5,0,0.2,2,-3.3,0,-3,0
O=C1C=C(NCc2ccc(Cl)cc2)CCC1,-1,-7,1,-1,-0.1,0,-0.5,-10,/,-1
O=C(CC(=O)c1ccccc1)Nc1cc(C(F)(F)F)ccc1Cl,-5,3,3,-1,1.6,2,-0.9,6,-1,4
CCCCn1nc(C(=O)Oc2ccc3c(C)cc(=O)oc3c2)c2ccccc2c1=O,-4,8,-10,/,1.1,1,-2.2,-16,-3,3

# The last 6 compounds of the part before come first, to join the parts.
SMILES,Tat transport,RTF Ca sens act,dFosB act,Wnt act,CDK5 inh,V-ATPase pHluor,CAL PDZ FP-1,MITF act,CAL PDZ FP-2,Rtt109 Vps75
CC(C(=O)Nc1nnc(C2CC2)s1)N1C(=O)C2CC=CCC2C1=O (stereo not given),1,7,-7,-3,1.5,-3,0.6,8,/,0
CC[C@]12c3[nH]c4ccccc4c3CCN1C(=O)C(CC(=O)NCC13CC4CC(CC(C4)C1)C3)C[C@@H]2C(=O)N1CCN(C(=O)c2ccco2)CC1 (stereo not given in full),23,-7,-18,-1,0.9,3,0.3,-13,-3,3
CN(C)S(=O)(=O)N1CCC(Oc2cccc(C(=O)NCCC3=CCCCC3)c2)CC1,6,1,-5,0,0.2,2,-3.3,0,-3,0
O=C1C=C(NCc2ccc(Cl)cc2)CCC1,-1,-7,1,-1,-0.1,0,-0.5,-10,/,-1
O=C(CC(=O)c1ccccc1)Nc1cc(C(F)(F)F)ccc1Cl,-5,3,3,-1,1.6,2,-0.9,6,-1,4
CCCCn1nc(C(=O)Oc2ccc3c(C)cc(=O)oc3c2)c2ccccc2c1=O,-4,8,-10,/,1.1,1,-2.2,-16,-3,3
CCC(=O)NC(c1ccco1)c1cc(Cl)c2cccnc2c1O (stereo not given),4,0,0,-6,-1.0,-2,-0.1,-33,8,0
N#Cc1ccccc1NC(=O)CN1CCN(c2ccccn2)CC1,-5,4,-1,-3,0.9,4,-0.9,-5,2,-4
O=C(c1cc(S(=O)(=O)N2CCCCC2)ccc1N1CCOCC1)N1CCN(Cc2ccccc2)CC1,3,0,-3,-1,-3.8,-2,0.0,-2,/,2
CCC1CN(C(=O)NCc2ccccc2)c2cc(C)ccc2O1 (stereo not given),-2,0,-4,-2,0.1,1,-1.0,-10,-6,5
CCC(C)N(C(=O)c1csnn1)C(C(=O)NCc1ccc(F)cc1)c1ccccc1 (stereo not given),-3,2,-7,-1,1.8,5,-2.3,9,0,4
CC(=O)C1C(c2ccc(Cl)cc2)NC(=O)NC1(O)C(F)(F)F (stereo not given),?,6,4,-1,1.0,4,1.2,8,/,3
CCCNC(=O)NC(=O)CSc1nnc(-c2ccncc2)n1CC,4,8,-3,-1,0.7,-1,0.3,10,-3,-5
O=C(CCC1=NS(=O)(=O)c2ccccc2N1)NC1CCCCCCC1,26,0,-10,3,2.1,-4,-2.8,/,-5,20
COc1ccc(C(=O)COC(=O)[C@H](C)Nc2ccc(C(F)(F)F)cc2[N+](=O)[O-])cc1,-14,0,4,-5&-1,0.9,2,/,-16,0,-10
O=C(CNc1ccc2c(c1)OCO2)N/N=C\c1ccccc1Cl,-12,1,-3,/,0.6,0,-0.2,0,-2,10
Cc1ccc(C(=O)NCC(=O)OCN2C(=O)c3ccccc3C2=O)cc1C,-1,1,-7,0,0.9,-3,-0.5,-1,3,-1
CCOC(=O)N1CCN(CC(=O)Nc2ccc(C)cc2)CC1,-1,-9,-13,0,1.8,-1,-2.3,-4,-3,1
c1ccc(CCCCc2ccccn2)cc1,-2,6,-5,7,-0.4,-1,0.3,71,3,2
CCCCCCOc1cccc(N)c1,6,-3,-10,/,3.3,-3,1.3,36,/,-1
Cc1ccc(NC(=O)CSc2nnc(CNC(=O)c3cccs3)o2)c(C)c1,10,-2,-2,2,1.1,-5,-3.5,4,0,/
O=C(Nc1nnc(-c2ccc(Cl)cc2)o1)Nc1ccccc1F,-4,-1,-3,0,-1.1,-2,-1.0,5,-3,4
CCOc1c(Cl)cc(CNCC(O)c2ccccc2)cc1OC (stereo not given),-6,-1,-5,-6,-0.3,-7,-1.3,5,-3,15
Nc1ncnc2c(C3OC(CO)C(O)C3O)scc12 (stereo not given),-15,-1,-2,-9,-0.6,-2,-0.2,/,-2,0
O=S(=O)(NCC1CCCO1)c1ccc2c(c1)OCCO2 (stereo not given),0,-4,2,-2,-0.4,-3,-2.9,-3,-1,2
Cc1ccc(S(=O)(=O)NC(CC(C)C)C(=O)N2CCCCCCC2)cc1 (stereo not given),3,-5,-8,-1,0.3,0,-2.4,8,-2,8

# Molecules above that have an aryl thioether with sulfur outside any ring (2):
SMILES,Tat transport,RTF Ca sens act,dFosB act,Wnt act,CDK5 inh,V-ATPase pHluor,CAL PDZ FP-1,MITF act,CAL PDZ FP-2,Rtt109 Vps75
CCCNC(=O)NC(=O)CSc1nnc(-c2ccncc2)n1CC,4,8,-3,-1,0.7,-1,0.3,10,-3,-5
Cc1ccc(NC(=O)CSc2nnc(CNC(=O)c3cccs3)o2)c(C)c1,10,-2,-2,2,1.1,-5,-3.5,4,0,/

# Next section.
SMILES,Tat transport,RTF Ca sens act,dFosB act,Wnt act,CDK5 inh,V-ATPase pHluor,CAL PDZ FP-1,MITF act,CAL PDZ FP-2,Rtt109 Vps75
Cc1cc(OC(=O)c2ccc(C(C)(C)C)cc2)c([N+](=O)[O-])c(=O)[nH]1,1,1,-3,0,0.3,-2,-2.0,16,-8,-4
O=C(COC(=O)c1ccc(Cl)nc1)Nc1ccc2c(c1)CCC2,-4,-2,-3,0,0.3,-4,1.6,1,3,13
COc1cccc(CN2CC(C(=O)N3CCCCCCC3)CCC2=O)c1 (stereo not given),-5,5,-3,0,0.7,-3,-2.6,3,-2,-4
CC1CCCCC12NC(=O)N(CC(=O)Nc1ccc3[nH]c(=O)[nH]c3c1)C2=O (stereo not given),-11,-3,1,3,1.0,1,-0.8,4,-3,1
Cc1cc(C)c(OCCOCCN2CCCC2)c(C)c1,7,0,1,-2,0.9,-3,1.2,-7,3,-10
CCOc1ccccc1N1CCN(C(=O)CN2C(=O)NC3(CCCC3)C2=O)CC1,-4,0,-5,0,-1.5,1,-0.2,8,-4,1
COc1cccc(NC(=O)CN(C)C(=O)c2c(C)nn(CC(C)C)c2Cl)c1,-18,7,-6,2,-2.1,2,0.4,0,-3,1
O=C(O)[C@@H]1Cc2ccccc2N1,3,6,-16,5,0.7,-1,0.2,/,2,11
CCCCCc1nnc(NC(=O)c2ccc(N3CCCC3=O)cc2)s1,-5,-5,-7,0,-0.6,-3,-1.5,0,-3,11
COc1ccccc1OCC(=O)Nc1ccc(Cl)cc1,2,4,-11,19,0.8,4,-5.2,52,0,-4
COc1ccc(CCC(C)N(C)Cc2ccccc2)cc1 (stereo not given),-4,-5,-6,1,-0.2,-3,-0.4,/,7,11
O=C(C1CCCN1S(=O)(=O)c1ccc(Cl)cc1)N1CCOCC1 (stereo not given),2,0,12,-1,0.1,2,-1.2,/,-4,1
c1ccc(C2=NNC(c3ccccn3)=NN2)nc1,-15,0,-3,14,1.5,-4,-3.1,47,-3,16
CN(C)CCNC(=O)COc1cccc2c1OC(C)(C)C2,0,-3,-4,0,0.2,-2,/,-2,-3,1
COc1ccc(OC)c(/C=C/C(=O)NCCc2nc3ccccc3[nH]2)c1,1,2,-9,2,-1.6,-4,-1.2,/,/,1
Cc1ccc(S(=O)(=O)N2CCC(=O)N(CCOCc3cccc(F)c3)CC2)cc1,-6,4,-2,0,0.1,-3,-0.5,1,-2,-3
CN(C1CCCCC1)S(=O)(=O)c1ccc(NC(=S)NC(=O)c2cccs2)cc1,-2,1,0,/,0.7,1,1.6,-2,/,-6

# dFosB act: what is marked active above
SMILES,Tat transport,RTF Ca sens act,dFosB act,Wnt act,CDK5 inh,V-ATPase pHluor,CAL PDZ FP-1,MITF act,CAL PDZ FP-2,Rtt109 Vps75
Cc1ccc(O)c(C(=O)c2cc(C#N)c3nc4ccccc4n3c2)c1,-2,2,24*,0,-1.3,0,-1.2,-29,3,-19
